# Source: PubChem BioAssay (Southern Research Specialized Biocontainment Screening Center)
# Dengue-2 NS5 capping = Dengue-2 NS5 methyltransferase inhibitors, primary screen, biochemical, confirmation dose response (AID 588689) | Dengue-2 NS5 methyltransferase capping enzyme assay, biochemical; higher % means a stronger effect | one-dose inhibition, % at 25 µM; IC50 in µM for titrated hits | 340,000 compounds, 0.3% hits; in the data active means a potency from the dose series
# K1F lysis inhibition = protection from phage-mediated lysis, alamar blue read-out – E. coli UTI89, K1F phage, bacterial capsule biogenesis inhibitors (AID 488966); 340,000 compounds, 0.02% hits; one-dose inhibition, % at 100 µM; IC50 in µM for titrated hits; E. coli UTI89 K1F phage lysis, alamar blue, 2 h; higher % means a stronger effect;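 active means phage lysis inhibition, versus mean bacterial control, above a set limit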;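 further: capsule biogenesis inhibitors block K1F phage lysis so surviving cells raise fluorescence; higher fluorescence means more inhibition of phage lysis; actives were called in the ten point dose series up to 300 µM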
# Rac1 GTP hydrolysis = MgcRacGAP GTPase-activating activity inhibitors, confirmation, biochemical, ADP Hunter fluorescence; MgcRacGAP-stimulated Rac1 GTP hydrolysis, ADP Hunter fluorescence; higher % means a stronger effect; GST-tagged Rac1 F28L mutant substrate; inhibition, % at 30 µM; hits with a dose series show IC50 in µM; 340,000 compounds, 0.6% hits; AID 624330;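 active means first-screen hits whose inhibition reached a set limit at any dose in the follow-up dose series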;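 further: fluorescence reports GDP produced by GAP-driven GTP hydrolysis; strong numbers were not always called active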
# West Nile virus CPE = West Nile virus antiviral activity, cell-based, CPE readout (AID 1621). West Nile virus-infected cells, CPE inhibition; higher % means a stronger effect. CPE inhibition, % at 10 µM, or IC50 in µM where a hit was titrated. 290,000 compounds, 0.02% hits; in the data active means a potency from the dose series; further: strong numbers were not always called active
# An asterisk follows results filed as active; x = no result given.
SMILES,Dengue-2 NS5 capping,K1F lysis inhibition,Rac1 GTP hydrolysis,West Nile virus CPE
CCN1CC(CCN2CCOCC2)C(c2ccccc2)(c2ccccc2)C1=O (stereo not drawn),x,x,x,-0.7%
O=C(OC1C[C@@H]2CC3C[C@H](C1)N2CC3=O)c1c[nH]c2ccccc12 (stereo partly drawn),x,x,x,0.0%
COc1ccccc1OC(=O)Oc1ccccc1OC,5%,2.5%,5%,x

# Reprinted at random: 2 compounds from above
SMILES,Dengue-2 NS5 capping,K1F lysis inhibition,Rac1 GTP hydrolysis,West Nile virus CPE
CCN1CC(CCN2CCOCC2)C(c2ccccc2)(c2ccccc2)C1=O (stereo not drawn),x,x,x,-0.7%
COc1ccccc1OC(=O)Oc1ccccc1OC,5%,2.5%,5%,x

# A section of the results above, as a working copy:
SMILES,Dengue-2 NS5 capping,K1F lysis inhibition,Rac1 GTP hydrolysis,West Nile virus CPE
CCN1CC(CCN2CCOCC2)C(c2ccccc2)(c2ccccc2)C1=O (stereo not drawn),x,x,x,-0.7%
O=C(OC1C[C@@H]2CC3C[C@H](C1)N2CC3=O)c1c[nH]c2ccccc12 (stereo partly drawn),x,x,x,0.0%

# These rows are one share of the data. The share of hits here may be higher or lower than overall.
